# M18AAP inhibitor = PfM18AAP inhibitors, malaria aminopeptidase, primary screen, biochemical, QFRET, recombinant enzyme. inhibition, % at 7.35 µM. H-Glu-NHMec fluorogenic cleavage. actives 1.2% (n = 290,000);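 active = inhibition above the campaign mean inhibition over all tested compounds plus 3 SD, cut at about 28% in these data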;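 also: 0% = plate median of test compound wells and 100% = 2 mM ZnCl2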
# MEKK3 PB1 HTS = modulators of MEKK3-MEK5 PB1 binding, primary screen, biochemical, wildtype MEKK3, multiplex bead flow cytometry, Alexa488-MEK5; bead-based flow cytometry, Alexa488-MEK5 binding to MEKK3; actives lie on both sides; 0 = blocked by unlabeled MEK5, 100 = vehicle; actives 1.4% (n = 290,000); binding response (% of control), % at 10 µM;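 active = binding response more than 3 SD above or below the average of its plate-row segment, actives on both sides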;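 also: Alexa488 bead fluorescence after subtracting the streptavidin-only scavenger bead signal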
# MEKK2wt PB1 HTS = modulators of MEK5 binding to wildtype MEKK2, primary screen, biochemical, multiplex bead flow cytometry, Alexa488-MEK5; Mitogen-activated protein kinase kinase kinase 2 (Homo sapiens), Q9Y2U5; Alexa488-MEK5 binding to MEKK2 WT; actives lie on both sides; binding response (% of control), % at 10 µM; actives 1.1% (n = 290,000); AID 1531, 2009; in the data active = binding response below about 67% or above about 130%
# p-CIP stab down = p/CIP-EGFP fusion destabilizers, primary screen, fluorescence, F442A cells. Q05BA5. 16 h. decrease of EGFP signal, % at 10 µM. actives 0.01% (n = 290,000). AID 1984, 2009;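 active = EGFP signal decrease of at least 30% at 10 µM or well 3 SD below plate mean, unless failing retest; inactive = the rest, including hits failing retest or dose response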; also: some compounds called inactive have numbers as strong as hits; many of its hits are not listed in these tables
# Target sequence (Q05BA5 1-1403): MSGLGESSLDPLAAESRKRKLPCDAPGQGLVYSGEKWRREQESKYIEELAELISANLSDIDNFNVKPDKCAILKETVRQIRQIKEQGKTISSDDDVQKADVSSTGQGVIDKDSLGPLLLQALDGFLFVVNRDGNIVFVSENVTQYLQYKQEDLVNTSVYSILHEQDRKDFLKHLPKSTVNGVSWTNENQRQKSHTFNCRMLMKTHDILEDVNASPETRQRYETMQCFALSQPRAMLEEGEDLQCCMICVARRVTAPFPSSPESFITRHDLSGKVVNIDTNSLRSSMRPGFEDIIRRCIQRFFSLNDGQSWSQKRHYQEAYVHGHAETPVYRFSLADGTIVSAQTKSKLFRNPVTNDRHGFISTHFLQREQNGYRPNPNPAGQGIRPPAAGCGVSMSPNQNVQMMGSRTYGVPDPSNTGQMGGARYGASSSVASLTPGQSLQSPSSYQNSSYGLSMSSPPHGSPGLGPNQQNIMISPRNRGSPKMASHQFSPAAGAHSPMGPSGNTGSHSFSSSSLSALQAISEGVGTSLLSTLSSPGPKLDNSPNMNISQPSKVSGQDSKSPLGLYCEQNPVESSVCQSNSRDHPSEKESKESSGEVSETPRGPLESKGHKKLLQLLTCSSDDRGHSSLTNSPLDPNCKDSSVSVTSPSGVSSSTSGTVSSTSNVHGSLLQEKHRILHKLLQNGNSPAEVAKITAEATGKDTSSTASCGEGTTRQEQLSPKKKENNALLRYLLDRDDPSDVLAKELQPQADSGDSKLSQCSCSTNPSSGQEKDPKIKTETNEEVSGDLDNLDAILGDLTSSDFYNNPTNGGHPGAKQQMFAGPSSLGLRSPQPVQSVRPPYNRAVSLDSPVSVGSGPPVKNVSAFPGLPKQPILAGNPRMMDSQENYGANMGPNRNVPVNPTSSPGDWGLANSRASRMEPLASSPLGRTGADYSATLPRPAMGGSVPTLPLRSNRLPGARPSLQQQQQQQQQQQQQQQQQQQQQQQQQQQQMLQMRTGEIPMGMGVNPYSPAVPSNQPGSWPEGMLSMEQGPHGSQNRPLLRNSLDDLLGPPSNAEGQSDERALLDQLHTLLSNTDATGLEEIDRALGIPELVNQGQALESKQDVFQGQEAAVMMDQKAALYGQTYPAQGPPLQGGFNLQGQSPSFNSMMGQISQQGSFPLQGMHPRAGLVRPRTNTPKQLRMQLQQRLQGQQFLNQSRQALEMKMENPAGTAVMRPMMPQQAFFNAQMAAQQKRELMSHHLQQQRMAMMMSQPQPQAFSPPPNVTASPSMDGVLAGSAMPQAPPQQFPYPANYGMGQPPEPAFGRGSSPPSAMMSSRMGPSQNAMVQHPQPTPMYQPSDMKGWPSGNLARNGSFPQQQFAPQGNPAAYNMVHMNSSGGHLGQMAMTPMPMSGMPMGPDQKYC
# NALP1 yeast inh = NALP1 inflammasome inhibitors in reconstituted yeast, colorimetric, S. cerevisiae, triplicate retest | S. cerevisiae NALP1/ASC/caspase-1 growth, X-gal OD620, 72 h | inhibition, % at 10 µM | actives 0.61% (n = 280,000); in the data active = inhibition mostly above about 24%, no sharp cut-off; inactive = mostly below about 32%; also: some compounds called inactive have numbers as strong as hits
# IDE act = human IDE activators in live cells, primary screen, fluorescence polarization, HEK cells, FAbeta-B substrate; Insulin-degrading enzyme (Homo sapiens), P14735; actives 0.073% (n = 340,000); AID 493087, 2011; FAbeta-B cleavage; 0% vehicle, 100% cell-free pure enzyme wells; activation, % at 5.96 µM;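 active = activation above the mean of all tested compounds plus 3 SD, set per screening campaign, cut at about 17% in these data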
# SUMO HTRF inh = inhibitors of in vitro SUMOylation cascade, primary screen, biochemical, HTRF, uHTS. SUMO-conjugating enzyme UBC9 (Homo sapiens), P63279. HTRF SUMOylation assay, SAE1/SAE2 + UBC9. inhibition, % at 35 µM. actives 0.36% (n = 290,000). AID 2006, 2009; in the data active = inhibition above about 50%, passing the limit was not always enough; also: strong numbers were not always called active
# MEKK2mut PB1 HTS = MEK5 binding signal on mutant MEKK2 PB1, primary screen, biochemical, multiplex bead flow cytometry, Alexa488-MEK5. actives 0.35% (n = 290,000). percent response, % at 10 µM. AID 1530, 2009. Alexa488-MEK5 binding to MEKK2 mutant; in the data active = percent response above about 24%, passing the limit was not always enough; also: inactives centre near 1; some results filed as inactive read as strong as hits; reference of the scale not given here
# IDE inh = human IDE inhibitors in live cells, primary screen, fluorescence polarization, HEK cells, FAbetaB substrate; Insulin-degrading enzyme (Homo sapiens), P14735; FAbetaB cleavage; inhibition, % at 5.59 µM; actives 0.41% (n = 320,000);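 active = percent inhibition above the average of all tested compounds plus 3 SD, set per screening campaign, cut at about 16% in these data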;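 also: IDE supplied by intact live HEK cells; FP after avidin binding of uncleaved biotin substrate so inhibition keeps polarization high; 0% = DMSO wells and 100% = 60 µM reference IDE inhibitor Ii1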
# * marks the source's active call; other numbers are inactive results; . = no result given. This is a subset; the hit share may differ from the screen's.
SMILES,M18AAP inhibitor,MEKK3 PB1 HTS,MEKK2wt PB1 HTS,p-CIP stab down,NALP1 yeast inh,IDE act,SUMO HTRF inh,MEKK2mut PB1 HTS,IDE inh
CCNC(=O)C(=O)Nc1ccc(OC)c(Cl)c1,7,85,78,6,0,-6,2,-13,-2
CNC(=S)N(CCc1c(C)[nH]c2ccc(C)cc12)Cc1cc(OC)c(OC)c(OC)c1,5,101,95,-2,18,2,-15,-5,3
CC(C)COc1cccc(C(=O)NC(=S)Nc2cccc(NC(=O)c3ccccc3Cl)c2)c1,0,88,87,-6,26,6,-3,-4,6
CCOC(=O)c1cc(NC(=O)c2cc(C)on2)cc(C(=O)OCC)c1,-2,105,100,-2,9,1,8,5,2
CC(=O)Nc1ccc(Nc2ncnc3c2cnn3-c2ccc(C)cc2C)cc1,-1,102,106,-2,15,2,17,4,4
COc1ccc(OCC(=O)Nc2cc(NC(=O)c3ccco3)ccc2OC)cc1,7,107,106,-19,1,0,9,1,3
Cc1ccnc(NS(=O)(=O)c2ccc(N)cc2)n1,-2,86,110,-13,-16,-4,8,3,3
Cc1cc(-c2n[nH]c(=S)o2)c(C)n1-c1ccccc1,7,103,110,-4,-19,.,-13,10,1
Nc1nc(NCc2ccccc2)nc(NCCO)c1[N+](=O)[O-],-3,93,96,0,.,2,13,-2,11
CCOC(=O)N1CCN(C(=O)c2ccc(OC)c(OC)c2)CC1,-1,105,108,9,-22,5,13,10,8
Cn1c(SCc2ccccn2)nnc1-c1cnccn1,7,105,105,-24,3,-4,10,3,8
CCS(=O)(=O)C1=NSC2=NC(=O)/C(=C\c3cc(C)n(-c4cccc(OC)c4)c3C)C(=N)N21,1,101,98,-10,-6,2,17,-4,6
CCOC(=O)c1cc(S(=O)(=O)Nc2cccc(OC)c2)cn1C,-13,99,97,-7,17,-2,19,2,1
CCCCCCCN=C(C)c1ccccc1O,4,98,100,-15,2,4,12,2,5
Cc1nc(SCc2ccccc2)c([N+](=O)[O-])[nH]1,5,101,103,-41,29,3,10,-1,-2
C=CCNC(=S)N1CCN(CCN=Cc2c(C)[nH]n(-c3ccc([N+](=O)[O-])cc3)c2=O)CC1,2,104,111,17,9,-1,-6,6,3
CCOC(=O)CC(=O)NC(C)(C)CCCCC(C)(C)NC(=O)CC(=O)OCC,-4,102,101,5,-1,-4,18,2,-1
COc1ccc(NC(=O)/C=C/c2ccc(OC)c(OC)c2)cn1,3,92,93,-5,2,6,-7,-4,3
CC1(C)CC(=O)C2=C(C1)NC(SCC(=O)Nc1ccccc1)=C(C#N)C2c1ccco1 (stereo not given),16,.,.,-8,4,-3,9,.,-1
COc1ccc(CCNC(=O)CNS(=O)(=O)c2ccc(Br)s2)cc1OC,-12,99,101,6,1,0,-3,3,3
N#CCCN(C(=O)COC(=O)CCc1ccccc1)c1ccccc1,-1,102,110,-5,-13,3,2,5,1
COc1ccccc1C(=O)N(Cc1ccco1)C1CCS(=O)(=O)C1 (stereo not given),5,.,.,-5,15,5,-9,.,1
CC1(C)CC2CC(C)(CN2C(=O)c2ccccc2)C1 (stereo not given),3,102,98,-15,15,2,1,-7,3
Cc1ccc(C(NC(=O)N2CCOCC2)=C(Cl)Cl)cc1F,-6,99,97,-14,-6,0,8,1,2
COc1ccccc1NS(=O)(=O)c1cccc(NC(=O)Nc2ccccc2)c1,-5,101,117,-3,24,0,-26,0,0

# The results go on.
SMILES,M18AAP inhibitor,MEKK3 PB1 HTS,MEKK2wt PB1 HTS,p-CIP stab down,NALP1 yeast inh,IDE act,SUMO HTRF inh,MEKK2mut PB1 HTS,IDE inh
CC1=C(C(=O)OC(C)C)C(c2cccs2)N2C(=O)C(C)SC2=N1 (stereo not given),10,93,94,-14,-2,-2,8,-1,0
CN1C(=O)CC(N2CCN(c3ccccc3)CC2)C1=O (stereo not given),4,92,100,.,.,-1,.,-1,0
CCOC(=O)C1C(=O)C=C(c2ccc(NS(C)(=O)=O)cc2)CC1c1ccco1 (stereo not given),-4,100,101,-18,10,-10,35,-2,11
Fc1cc2nc(-c3ccncc3)[nH]c2cc1F,8,.,.,10,-14,0,35,.,0
COc1ccc(/C=N\N=C2/SC(CC(=O)O)C(=O)N2c2ccc(O)cc2)cc1OC (stereo not given),2,95,94,9,20,-2,-9,-1,4
COC(=O)C1=C(CS(=O)(=O)c2cc(Cl)ccc2OC)NC(=O)NC1c1ccc(O)c(OC)c1 (stereo not given),-1,100,103,1,17,5,-7,-4,-3
COc1ccc(NC(=S)Nc2ccc(S(N)(=O)=O)cc2)c(OC)c1,6,103,86,-8,8,2,6,-11,0
O=C1C(=O)N(CC(=O)N2CCCC2)c2ccccc21,1,77,88,-11,-8,0,11,-5,4
CC(Cc1cccs1)NC(=S)Nc1ccccc1 (stereo not given),2,97,101,-5,25,4,5,-1,3
Cc1c(Cl)cnc(NC(=O)COC(=O)c2cccc(S(=O)(=O)N3c4ccccc4CC3C)c2)c1Cl (stereo not given),-6,98,98,-9,-5,-2,1,-2,2
Cc1ccc(NS(=O)(=O)c2cc(C(=O)NCc3ccccn3)ccc2Cl)cc1,2,95,94,-3,33,2,14,-6,2
O=C(CSc1nnc(-c2ccc(F)cc2)n1-c1ccccc1)NCCN1C(=O)CSC1=O,-1,93,94,1,12,0,6,-2,2
CC(=O)Nc1ccc(OCC(O)CN2CCN(S(=O)(=O)c3ccc(NC(C)=O)cc3)CC2)cc1 (stereo not given),-17,100,101,-1,-7,-1,-6,2,6
COc1cccc(N2CCN(C(=O)c3ccc(CS(=O)Cc4ccc(Cl)cc4)o3)CC2)c1 (stereo not given),0,99,103,-5,13,-9,2,0,12
O=C(COc1ccc(S(=O)(=O)N2CCCC2)cc1)Nc1ccc2c(c1)OCCO2,0,102,99,-4,10,10,9,1,4
CSc1ccc(S(=O)(=O)NC2CC2)cc1,-10,107,104,2,5,3,16,3,-1
O=C(c1cccs1)N(Cc1ccc(F)cc1)C1CCS(=O)(=O)C1 (stereo not given),-8,100,102,0,17,-4,1,-1,-5
COc1ccc(OC)c(-c2cc(C(=O)N3CCN(c4ccccc4)CC3)no2)c1,-9,95,96,-10,-14,-7,-10,-4,5
COc1ccc(-n2nc(C(=O)NCC(=O)Nc3ccc(F)cc3)c3ccccc3c2=O)cc1,0,100,99,-19,21,2,30,-5,4
Cc1[nH]n(-c2ccccc2)c(=O)c1N=Nc1ccccc1,8,108,98,8,-6,-1,2,-1,8
CC1=NN(c2ccccc2)C(=O)C1c1ccccc1 (stereo not given),-1,104,105,-5,11,3,-14,3,-4
COCCn1nnnc1C(c1cccc(OC)c1OC)N1CCN(C2CCCCC2)CC1 (stereo not given),-1,103,106,-2,0,2,5,4,0
O=C(Oc1ccc2ccccc2c1Cl)N1CCCC1,8,96,91,-9,3,3,4,-5,-3
O=C(NCCCCc1ccccc1)C1CCCC1,-3,102,106,2,12,3,2,5,7
CSc1cccc(NC(=S)N(CCN(C)C)C(C)c2ccncc2)c1 (stereo not given),5,107,103,-15,.,9,9,0,0

# Additional compounds follow.
SMILES,M18AAP inhibitor,MEKK3 PB1 HTS,MEKK2wt PB1 HTS,p-CIP stab down,NALP1 yeast inh,IDE act,SUMO HTRF inh,MEKK2mut PB1 HTS,IDE inh
CCOc1ccc(/C=N/NC(=S)NC2CC3CCC2C3)cc1 (stereo not given),5,103,99,-8,21,.,9,1,-2
COc1ccc(N(C)S(=O)(=O)c2cccc(C(=O)Nc3cc(OC)ccc3OC)c2)cc1,-3,98,98,2,8,-4,-6,-4,5
CCc1ccccc1NC(=O)NNC(=O)c1ccc2ccccc2c1O,39*,100,107,3,2,6,-10,6,-4
CCC(CC)NC(=O)c1ccc(Cl)cc1,-1,103,100,-1,20,0,-6,1,-1
Cc1ccc(C)c(N/N=C2\CCCNC2=O)c1,-6,96,95,4,26,0,-2,-2,11
Cc1nn(Cc2c(F)c(F)c(F)c(F)c2F)c(C)c1NC(=O)c1nn(C)cc1Br,-4,105,107,-13,2,5,0,5,-1
CS(=O)(=O)N(Cc1cc2ccccc2[nH]c1=O)C1CCCCC1,-12,.,.,0,14,2,-10,.,4
COC(=O)C1=C(C)N(Cc2ccc(C)cc2)C(=O)/C1=C\c1ccc(O)c(OC)c1,9,106,102,2,-29,0,-5,5,-2
CCOC(=O)N1CCN(C(=O)CN(c2cccc(C)c2)S(=O)(=O)c2ccccc2)CC1,4,98,101,-5,-30,0,21,-3,0

# Bioassay records (PubChem BioAssay)
